Assay outcomes (PubChem BioAssay)
inhibitors of VEEV: inhibitors of VEEV TC-83 cytopathic effect, confirmation, Vero cells (AID 588727); inhibition, % at 20 µM; hits with a dose series show IC50 in µM; Vero cells, VEEV TC-83 cytopathic effect inhibition; higher % means a stronger effect; actives 0.13% (n = 350,000); in the data active = a potency from the dose series; inconclusive = inhibition mostly from about 14% at the one dose, without a potency; inactive = the rest, 99 in 100 with inhibition below about 12%; also: strong numbers were not always called active
PhoP GFP inhibition: Inhibition of PhoP regulon, Salmonella typhi GFP reporter cells, confirmation, 4 h (AID 1850); Salmonella Typhi PhoP-promoter GFP reporter, fluorescence, 4 h; higher % means a stronger effect; inhibition, % at 50 µM, or IC50 in µM where a hit was titrated; actives 0.33% (n = 310,000); in the data active = a potency from the dose series; inconclusive = inhibition mostly from about 25% at the one dose, without a potency; inactive = the rest, 99 in 100 with inhibition below about 19%;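 also: 0% = induced wells with vehicle and 100% = uninduced wells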
influenza NS1A: H1N1 influenza NS1A inhibitors, functional cell based assay (AID 504329); NS1A functional cell-based assay, percent inhibition; higher % means a stronger effect; one-dose inhibition, % at 12.5 µM; IC50 in µM for titrated hits; actives 0.3% (n = 340,000); in the data active = a potency from the dose series; inconclusive = inhibition above about 27% without an active follow-up result; also: strong numbers were not always called active
M. tuberculosis: growth inhibition of non-replicating M. tuberculosis (AID 488890); Mycobacterium tuberculosis non-replicating, growth inhibition; higher % means a stronger effect; one-dose inhibition, % at 25 µM; IC50 in µM for titrated hits; actives 0.39% (n = 320,000); in the data active = a potency from the dose series; inconclusive = inhibition mostly from about 82% at the one dose, without a potency; inactive = the rest, 99 in 100 with inhibition below about 76%;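 also: plate controls were DMSO cells for no effect and high antibiotic wells for full effect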
M. tuberculosis HTS: M. tuberculosis growth inhibition, HTS (AID 449762); M. tuberculosis H37Rv growth inhibition, 7H9 media; higher % means a stronger effect; inhibition, % at 25 µM; hits with a dose series show IC50 in µM; actives 0.59% (n = 330,000); in the data active = a potency from the dose series; inconclusive = inhibition above about 70% without an active follow-up result;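 also: bacterial growth assessed after seven days of incubation; strong numbers were not always called active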
inhibitors of VEEV 10K pilot screen: recorded beside inhibitors of VEEV, whose call it bears; inhibition, %; measured here: 10K pilot screen inhibition
* marks the source's active call; other numbers are inactive results; i = inactive; ? = inconclusive; . = not tested or not shown; & = joins results of further samples. Random draw from the library. About 1.4% of those tested had a hit in this group.

SMILES	inhibitors of VEEV	PhoP GFP inhibition	influenza NS1A	M. tuberculosis	M. tuberculosis HTS	others
CCCN(C(=O)C1CC(=O)N(c2ccccc2C(C)CC)C1)C1CCS(=O)(=O)C1 (stereo not given)	8.4%	.	-5%	4%	-7%
Cc1cc(N2CCN(C3CCCCC3)CC2)n2nc(C)nc2n1	0.8%	-10%	1%	3%	-5%
Cc1ccc(C)c(NS(=O)(=O)c2ccccc2C)c1	1.4%	1%	2%	9%	-2%
C[C@H](NC(=O)c1nc[nH]c1C(=O)N[C@@H](CCCCNC(=O)OC(C)(C)C)C(=O)OC(C)(C)C)C(=O)OCc1ccccc1	0.8%	6%	-10%	56%	-5%
CCC(C(=O)NC1CCCC1)N(C(=O)Cn1nnc(-c2ccc(C)cc2)n1)C1CCCC1 (stereo not given)	6.1%	0%	-19%	6%	-6%
CS(=O)(=O)N1CCN(c2ncnc3c2cnn3-c2ccccc2)CC1	2.5%	4%	4%	2%	2%
COc1cc(/C=C2/NC(=O)NC2=O)cc(Br)c1OCc1cccc(C(=O)O)c1	2.2%	-3%	-8%	-7%	5%
Cc1cc(C)c(S(=O)(=O)N(C)CC(=O)NCCCn2ccnc2)c(C)c1	0.7%	-7%	1%	7%	-2%
C/C(=N\NC(=O)CN1CCN(S(=O)(=O)c2ccc(C)cc2)CC1)c1ccncc1	0.5%	2%	-11%	-2%	3%
O=C(COC(=O)C1=COCCO1)NC1CCCCC1	i	0%	6%	-6%	43%
O=C(NCCC1=CCCCC1)c1cc2ccccc2oc1=O	0.3%	-4%	9%	79%	2%
CCc1nn(CC(=O)Nc2cc(C)ccc2C)c(=N)s1	0.5%	3%	5%	-7%	-1%
O=C(CCl)N1CCN2C(=O)c3ccccc3C12c1ccc(Cl)cc1 (stereo not given)	2.4%	3%	-12%	?	5.4µM*
CCc1nnc(NC(=O)CCN(c2cc(C)cc(C)c2)S(=O)(=O)c2ccc(Cl)cc2)s1	i	-6%	-10%	-4%	-3%
COC(=O)c1c(NC(=O)CCC(=O)O)sc2c1CCCCC2	2.2%	-14%	-1%	4%	20%
COc1ccc(-n2ncc3c(=O)n(CC(=O)N4CCCc5ccccc54)cnc32)cc1	0.9%	0%	5%	39%	-1%
CCCS(=O)(=O)N1CCC(C(=O)NCc2cccnc2)CC1	1.1%	-4%	-6%	-6%	-1%
COc1nc(N)c(S(=O)(=O)c2ccc(C)cc2)cc1C#N	1.4%	-3%	4%	20%	6%
CN(c1ccccc1C(=O)NCc1ccccc1Cl)S(=O)(=O)c1ccccc1	i	-1%	-26%	1%	-7%
COc1ccccc1C(CCNCc1ccccc1)c1ccc(OC(C)C)cc1 (stereo not given)	i	-13%	11%	.	?
O=C(C1CCC(=O)N1Cc1cccs1)N1CCOCC1 (stereo not given)	i	1%	-6%	6%	-1%
CC(C)C(NC(=O)CN(c1cccc(F)c1)S(C)(=O)=O)C(C)C	0.7%	-9%	9%	7%	5%
COc1ccc(S(=O)(=O)N2CCOC23CCN(S(=O)(=O)c2cc(C)ccc2C)CC3)cc1	0.5%	7%	-8%	5%	1%
COC(=O)C1=C(c2cccc(C#N)c2)C[C@@H]2CC[C@H]1N2C(=O)N1CCCC1	0.5%	.	0%	-3%	-10%
Cc1ccccc1[C@@H]1C(C#N)=C(N)S[C@H]1C(=O)c1ccccc1	3.3%	-1%	2%	3%	2%

Arranged by SMILES length (ascending): part of the list above.
SMILES	inhibitors of VEEV	PhoP GFP inhibition	influenza NS1A	M. tuberculosis	M. tuberculosis HTS	others
O=C(COC(=O)C1=COCCO1)NC1CCCCC1	i	0%	6%	-6%	43%
O=C(NCCC1=CCCCC1)c1cc2ccccc2oc1=O	0.3%	-4%	9%	79%	2%
CCc1nn(CC(=O)Nc2cc(C)ccc2C)c(=N)s1	0.5%	3%	5%	-7%	-1%
CCCS(=O)(=O)N1CCC(C(=O)NCc2cccnc2)CC1	1.1%	-4%	-6%	-6%	-1%
COc1ccccc1C(CCNCc1ccccc1)c1ccc(OC(C)C)cc1 (stereo not given)	i	-13%	11%	.	?
O=C(CCl)N1CCN2C(=O)c3ccccc3C12c1ccc(Cl)cc1 (stereo not given)	2.4%	3%	-12%	?	5.4µM*
CC(C)C(NC(=O)CN(c1cccc(F)c1)S(C)(=O)=O)C(C)C	0.7%	-9%	9%	7%	5%
Cc1ccccc1[C@@H]1C(C#N)=C(N)S[C@H]1C(=O)c1ccccc1	3.3%	-1%	2%	3%	2%
COc1cc(/C=C2/NC(=O)NC2=O)cc(Br)c1OCc1cccc(C(=O)O)c1	2.2%	-3%	-8%	-7%	5%
COc1ccc(-n2ncc3c(=O)n(CC(=O)N4CCCc5ccccc54)cnc32)cc1	0.9%	0%	5%	39%	-1%
CCCN(C(=O)C1CC(=O)N(c2ccccc2C(C)CC)C1)C1CCS(=O)(=O)C1 (stereo not given)	8.4%	.	-5%	4%	-7%
CCC(C(=O)NC1CCCC1)N(C(=O)Cn1nnc(-c2ccc(C)cc2)n1)C1CCCC1 (stereo not given)	6.1%	0%	-19%	6%	-6%
COC(=O)C1=C(c2cccc(C#N)c2)C[C@@H]2CC[C@H]1N2C(=O)N1CCCC1	0.5%	.	0%	-3%	-10%
CCc1nnc(NC(=O)CCN(c2cc(C)cc(C)c2)S(=O)(=O)c2ccc(Cl)cc2)s1	i	-6%	-10%	-4%	-3%
COc1ccc(S(=O)(=O)N2CCOC23CCN(S(=O)(=O)c2cc(C)ccc2C)CC3)cc1	0.5%	7%	-8%	5%	1%
C[C@H](NC(=O)c1nc[nH]c1C(=O)N[C@@H](CCCCNC(=O)OC(C)(C)C)C(=O)OC(C)(C)C)C(=O)OCc1ccccc1	0.8%	6%	-10%	56%	-5%

Additional records follow:
SMILES	inhibitors of VEEV	PhoP GFP inhibition	influenza NS1A	M. tuberculosis	M. tuberculosis HTS	others
COc1ccc(/C=C/C(=O)Nc2ccc(NC(C)=O)cc2)cc1S(=O)(=O)N1CCOCC1	0.2%	-24%	-6%	13%	11%
O=c1c(-c2ccccc2)c[nH]n1-c1cccc([N+](=O)[O-])c1	1.9%	0%	-4%	6%	13%
CSc1ccccc1NC(=O)Nc1cccc(Cl)c1	i	-1%	7%	-2%	8%
CCS(=O)(=O)c1ccc2oc(SCC(=O)NC3CCCC(C)C3C)nc2c1 (stereo not given)	2.9%	2%	-15%	16%	2%
Cc1cccc(NS(=O)(=O)c2cc3c4c(c2)CC(=O)N4CCC3)c1C	i	-11%	5%	1%	-8%
O=C(NCCc1ccccc1)N1CCCC(CNS(=O)(=O)Cc2ccccc2)C1 (stereo not given)	i	1%	1%	8%	-3%
O=C1NCCN1C(=O)c1ccccc1F	1.6%	4%	-3%	-6%	1%
CC(C)[C@H](NC(=O)[C@H](CCCN=C(N)N)NC(=O)NC(Cc1ccccc1)C(=O)O)C(=O)NC(C=O)CCCN=C(N)N (stereo not given in full)	i	-3%	0%	55%	60%
CCN(CC(=O)Nc1ccc(C(C)=O)cc1)CC(=O)Nc1cccc(OC)c1	2.1%	15%	12%	8%	-12%
C[C@H]1CN([C@@H](C)CO)C(=O)Cc2cc(NC(=O)Nc3ccccc3)ccc2O[C@H]1CN(C)Cc1ccccc1	1.4%	.	6%	.	.
CCCCOC(=O)CSCC(=O)Nc1cc(C)on1	2.9%	8%	-3%	61%	-2%
COC(=O)c1c(NC(=O)CSc2ncnc3ccccc23)sc(C)c1C	4.7%	0%	-8%	5%	7%
CC1(C)C2SCC(=O)N2CCN1CC(=O)NN (stereo not given)	1.3%	0%	0%	12%	-1%
O=[N+]([O-])c1ccc(/C=N/Nc2nc(N3CCCCCC3)nc(N3CCCCCC3)n2)o1	10%	-7%	1%	76%	-9%
CCc1nn(C(C)C(=O)NC(C)CCc2ccco2)c(=O)c2cc3occc3n12 (stereo not given)	6.7%	4%	-3%	7%	-2%
Cc1ccc(NC(=O)CN2CCN(S(=O)(=O)c3cccs3)CC2)cc1S(=O)(=O)N(C)C	2.8%	8%	-1%	43%	-8%
O=C1N(CC(=O)N2CCc3ccccc32)CCN1Cc1ccccc1Cl	8.4%	3%	2%	15%	0%
CSc1ccccc1C(=O)N(C)C(c1ccccc1)c1ccccc1	i	1%	13%	.	3%
CSc1nnc(C)c(/C=C/Nc2ccc(F)cc2)n1	3.1%	-7%	7%	14%	2%
CCCCn1c(SCC(=O)c2ccccc2)nc2c1c(=O)[nH]c(=O)n2C	7.0%	-5%	-4%	5%	3%
CCC(C)N(C(=O)COc1ccc(NC(C)=O)cc1)C1CCS(=O)(=O)C1 (stereo not given)	0.3%	2%	8%	-9%	-4%
Clc1ccc(-c2[nH]ncc2N=Nc2ccccc2)cc1	3.0%	-7%	7%	-11%	32µM*
COc1ccc(-c2csc(N(CCCN3CCOCC3)C(=O)c3ccco3)n2)cc1	2.4%	-2%	8%	28%	1%
CCn1c(SCC(=O)N2CCCC2)nc2ccccc2c1=O	0.3%	-12%	2%	-6%	5%	inhibitors of VEEV 10K pilot screen=1.0
COc1ccc(S(=O)(=O)Nc2ccccn2)c(C)c1C	0.1%	-4%	-3%	-10%	-7%
(cont.)
SMILES	inhibitors of VEEV	PhoP GFP inhibition	influenza NS1A	M. tuberculosis	M. tuberculosis HTS	others
CN1CCN(C(CNC(=O)c2ccc(Br)o2)c2ccc(F)cc2)CC1 (stereo not given)	1.3%	-1%	-17%	-2%	-2%
O=C(Nc1nc(-c2ccccc2)cs1)C1COc2ccccc2O1 (stereo not given)	5.7%	-5%	4%	39%	54%	inhibitors of VEEV 10K pilot screen=5.9
COc1ccc(N2CSC3=C(C#N)C(c4cccc(OC)c4OC)CC(=O)N3C2)cc1 (stereo not given)	4.7%	-3%	-5%	36%	-6%
COc1cc(C(=S)N2CCCCC2)ccc1OCC(=O)Nc1ccccc1Cl	0.8%	-3%	8%	54%	64%
CCOC(=O)c1c(/N=C/c2cccc(C)c2O)sc2c1CCN(C)C2	1.8%	-5%	12%	-6%	-4%
CCOc1ccc2nc(NS(=O)(=O)c3ccc(NC(C)=O)cc3)sc2c1	5.6%	-4%	1%	-3%	-12%
Cc1cccc(C(=O)NCC(c2cccs2)N2CCOCC2)c1 (stereo not given)	2.6%	1%	-4%	2%	0%
COc1cc2c(cc1OC)C(COc1ccc([N+](=O)[O-])cc1)N(C(C)=O)CC2 (stereo not given)	0.4%	4%	-21%	-2%	-1%
O=S(=O)(/N=C(\Nc1ccc(F)cc1)C(F)(F)F)c1ccccc1	0.4%	-7%	3%	-7%	0%
CCC/C(O)=C1\C(=O)CC(c2ccccc2)CC1=NCCc1c(C)[nH]c2ccccc12 (stereo not given)	?	7%	-2%	6%	0%
Cc1cc(=O)oc(C)c1C(=O)NCCC1=CCCCC1	i	-6%	-6%	-4%	-10%
COc1ccccc1COC(=O)c1cccc(S(=O)(=O)N2CCCC2)c1	4.8%	.	-7%	.	.
c1ccc(-n2nnnc2Oc2ccc(-c3nnco3)cc2)cc1	1.6%	1%	-8%	4%	-8%
O=C(CN1CCCCCC1)Nc1ccc(Br)cn1	1.0%	10%	-4%	47%	5%
CCN(CC)C(=O)/C(=C/c1cn(S(=O)(=O)N(C)C)c2ccccc12)NC(=O)c1ccc(OC)cc1	i	-24%	-6%	3%	2%
COC(=O)[C@H]1C[C@@H]1[C@H](NC(=O)c1cnccn1)c1ccccc1	i	-3%	8%	-15%	-3%
COCC(=O)N1CCN(c2cccc(C(F)(F)F)c2)CC1	i	-10%	-11%	-8%	7%
O=S(=O)(NCCOCC(F)(F)F)c1ccc2oc3ccccc3c2c1	3.3%	4%	5%	20%	-9%
COc1cc2nc(Cl)nc(N3CCN(C)CC3)c2cc1OC	.	7%	.	3%	-1%
Cc1ccc(S(=O)(=O)N(C)C)cc1NC(=O)COc1ccccc1C(=O)Nc1ccccc1	7.7%	-7%	-6%	10%	-1%
Cc1ccc2c(c1)[C@@H]1[C@H](CO2)[C@H](c2ccccc2)[C@@]2(C)C(=O)N[C@H](C)C(=O)N12	0.2%	.	-22%	4%	-1%
O=C(CN1C(=O)CCC1=O)Nc1nc(-c2ccc(Oc3ccccc3)cc2)cs1	5.6%	-5%	7%	-6%	0%
CCOC(=O)C1(CCc2ccccc2)CCN(Cc2ccco2)CC1	0.2%	1%	-1%	22%	2%
CC(=O)c1nn(-c2cccc(Cl)c2)cc1C(=O)c1ccco1	5.9%	-2%	-6%	4%	-4%
COCC(C)NC(=O)COc1ccc(Cl)cc1Cl (stereo not given)	5.5%	-14%	3%	-15%	-7%
Cc1ccc(CSc2nc3c(c(=O)[nH]2)C(c2ccncc2)C2=C(CCCC2=O)N3)cc1 (stereo not given)	4.0%	-8%&-12%	3%	28%	2%
